Bioassay records: PubChem, NMMLSC
RGS7-Gao reg – modulates binding of RGS7 to human Galphao. AID 1439. binding response (% of control), % at 10 µM. Multiplexed bead flow cytometry; actives lie on both sides. 220,000 compounds, 0.35% hits; in the data active = binding response below about 49% or above about 150%; inconclusive = no clear call, values can overlap the other calls; inactive = in between;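 also: fluorescent Galphao held in activated GDP-AlF4 state binding bead-coupled RGS7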
Bfl-1 Bim block – disrupts Bim binding to human Bfl-1 | Q16548 | Bead-based flow cytometry, Bim-Bfl-1 binding inhibition | inhibition, % at 10 µM | 190,000 compounds, 0.12% hits | AID 1008;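 also: 0% = wells without compound plus tracer and 100% = blocker peptide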
ABCB1 block – blocks JC-1 efflux by human ABCB1 transporter; 190,000 compounds, 0.067% hits; CCRF-Adr cells, flow cytometry; AID 1326; P08183; inhibition, % at 6.6 µM; in the data active = inhibition above about 40%;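 also: 0% = vehicle and 100% = reference inhibitor; higher value means more JC-1 retained so stronger ABCB1 efflux block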
Target sequence (P08183 whole entry, looked up): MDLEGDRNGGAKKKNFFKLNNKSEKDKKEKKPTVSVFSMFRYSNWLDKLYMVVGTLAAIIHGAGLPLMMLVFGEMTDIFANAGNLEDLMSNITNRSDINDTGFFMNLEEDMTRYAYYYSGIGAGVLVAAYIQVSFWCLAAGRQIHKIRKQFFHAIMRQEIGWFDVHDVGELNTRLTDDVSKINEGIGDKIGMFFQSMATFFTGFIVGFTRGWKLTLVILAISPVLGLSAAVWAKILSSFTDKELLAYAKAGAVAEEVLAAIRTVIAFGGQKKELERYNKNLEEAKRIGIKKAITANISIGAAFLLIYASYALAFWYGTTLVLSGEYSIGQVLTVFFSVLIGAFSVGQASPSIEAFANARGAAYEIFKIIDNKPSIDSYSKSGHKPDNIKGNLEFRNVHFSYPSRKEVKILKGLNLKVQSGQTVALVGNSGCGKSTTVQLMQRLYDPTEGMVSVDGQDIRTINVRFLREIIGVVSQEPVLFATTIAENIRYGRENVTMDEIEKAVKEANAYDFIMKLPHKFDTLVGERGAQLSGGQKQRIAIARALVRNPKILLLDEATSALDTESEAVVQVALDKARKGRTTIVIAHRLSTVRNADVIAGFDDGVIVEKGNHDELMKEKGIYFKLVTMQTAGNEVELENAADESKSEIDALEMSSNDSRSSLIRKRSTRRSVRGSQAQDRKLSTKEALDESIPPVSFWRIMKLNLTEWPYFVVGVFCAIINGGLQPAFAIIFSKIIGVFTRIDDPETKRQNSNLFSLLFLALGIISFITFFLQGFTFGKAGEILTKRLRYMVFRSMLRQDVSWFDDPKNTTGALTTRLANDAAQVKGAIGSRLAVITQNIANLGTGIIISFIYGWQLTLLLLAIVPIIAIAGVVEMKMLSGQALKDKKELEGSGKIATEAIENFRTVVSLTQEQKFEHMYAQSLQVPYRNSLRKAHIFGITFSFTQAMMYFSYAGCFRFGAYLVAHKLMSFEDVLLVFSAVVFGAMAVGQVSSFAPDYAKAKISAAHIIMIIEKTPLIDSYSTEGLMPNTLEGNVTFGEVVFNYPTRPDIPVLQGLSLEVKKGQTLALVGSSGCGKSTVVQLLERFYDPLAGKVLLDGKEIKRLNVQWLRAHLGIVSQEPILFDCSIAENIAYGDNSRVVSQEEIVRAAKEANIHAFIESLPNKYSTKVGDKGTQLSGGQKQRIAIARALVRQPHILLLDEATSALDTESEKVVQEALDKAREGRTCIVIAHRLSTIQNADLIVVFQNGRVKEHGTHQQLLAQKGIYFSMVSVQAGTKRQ
Bcl-W Bim block – disrupts Bim peptide binding to human Bcl-W; bead-based flow cytometry; AID 952; inhibition, % at 10 µM; 190,000 compounds, 0.02% hits; Q92843;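 also: 0% = bound tracer without compound and 100% = peptide blocker; higher means less fluorescent Bim peptide bound to Bcl-W beads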
Bcl-B Bim block – inhibitors of Bim-Bcl-B interaction, human | AID 951 | 190,000 compounds, 0.073% hits | bead-based flow cytometry, Bim peptide-Bcl-B binding | inhibition, % at 10 µM;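 also: 0% = tracer peptide without compound and 100% = reference inhibitor peptide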
Avidin bead fluor – avidin bead compound fluorescence profile; Avidin beads, compound fluorescence 488/530 nm, flow cytometry; stronger effect = higher value; fluorescence (KMESF) at 10 µM; AID 1775; 220,000 compounds, 0.38% hits; in the data active = fluorescence above about 47; also: inactives centre near 10
Bim-Bcl-XL – inhibitors of Bim-Bcl-XL interaction, human | Q07817 | inhibition, % at 10 µM | Bim peptide-Bcl-XL binding, bead flow cytometry, fluorescence | 190,000 compounds, 0.04% hits
GSH bead fluor – GSH bead compound fluorescence profile | GSH beads flow cytometry, compound fluorescence 488/530 nm; stronger effect = higher value | fluorescence (KMESF) at 10 µM | 190,000 compounds, 0.25% hits | AID 1776; in the data active = fluorescence above about 89;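 also: glutathione beads carrying GST-tagged Bcl family fusion proteins plus one bare bead set; values are compound well signal with DMSO vehicle wells as background; inactives centre near 16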
RGS4-Gao reg – human RGS4-Galphao interaction regulation | P09471 | Multiplexed bead flow cytometry, RGS4-Galphao binding; actives lie on both sides | binding response (% of control), % at 10 µM | 220,000 compounds, 0.33% hits | AID 1415; in the data active = binding response below about 49% or above about 150%; inactive = in between;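 also: fluorescent Galphao activated with aluminum fluoride binding bead-coupled RGS4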
ABCG2 inh – inhibitors of human ABCG2 transporter, ABCB1 counter-screen | Q9UNQ0 | IgMXP3 cells, JC-1 efflux, flow cytometry | inhibition, % at 6.6 µM | 190,000 compounds, 0.1% hits;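 active = inhibition above 80%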;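 also: 0% = DMSO and 100% = nicardipine control wells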
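System: two drug-resistant human cell lines, ABCG2 and ABCB1; controls: nicardipine high and DMSO low controls; times: 10 min exposure at 25 °C with rotation, no wash; detection: flow cytometry of retained JC-1 fluorescence; read-out basis: percent efflux inhibition, scaled nicardipine 100% to DMSO 0%; doses: one concentration, 6.6 µM final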
Bcl-2 Bim block – inhibitors of Bim-Bcl-2 interaction, human; inhibition, % at 10 µM; Bead-based flow cytometry, Bim peptide-Bcl-2 binding; P10415; 190,000 compounds, 0.06% hits; in the data active = inhibition above about 40%; inconclusive = no clear call, values can overlap the other calls;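 also: 0% = no compound wells with probe peptide and 100% = reference peptide inhibitor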
Starred values were filed as active, the others as inactive; ? = inconclusive; nt = no result given. Rule as the data show it, unless noted: active = inhibition above about 40%.

SMILES	RGS7-Gao reg	Bfl-1 Bim block	ABCB1 block	Bcl-W Bim block	Bcl-B Bim block	Avidin bead fluor	Bim-Bcl-XL	GSH bead fluor	RGS4-Gao reg	ABCG2 inh	Bcl-2 Bim block
COC(=O)/C(=C/c1ccc(F)cc1)NC(C)=O	101	1	0.6	-4	48*	11	0	7	101	8	28
CCN1CCN(C(=O)C2CC(c3ccc(F)cc3)=NO2)CC1 (stereo not given)	103	-10	0.7	-7	-11	24	-10	15	103	3	-7
COc1ccc(/C(C)=N/Nc2ccc(C(=O)O)cc2)cc1OC	105	-13	0.3	-4	-5	13	-2	11	107	13	-9
O=C1/C(=C/c2cccnc2)Sc2ccccc21	103	0	-0.1	2	0	9	2	8	100	1	2
COc1ccc(/C=N/NC(=O)Nc2nonc2N)cc1	98	-2	-0.1	-4	-5	18	-12	23	94	1	8
O=C(C(c1ccccc1)c1ccccc1)N1CCN(Cc2ccco2)CC1	86	-1	0.7	-4	-4	21	-7	21	87	1	-17
Cc1ccc2nc(SCC(=O)Nc3cc(C)on3)[nH]c2c1	97	-1	-0.1	-3	-3	35	-5	16	104	0	4
O=C(NCCN1C(=O)CSC1=O)C1CC(=O)N(c2ccccc2)C1 (stereo not given)	81	-3	0.3	0	-2	15	2	10	79	1	-4
CCCn1nnc(NC(=O)COc2ccccc2Cl)n1	97	-9	0.3	3	-4	9	-3	9	96	1	-2
O=C(O)c1cccnc1SCC(=O)N1CCCCCC1	105	0	1.0	0	0	10	-2	15	104	3	0
O=C1C2ON(c3ccccc3)C(c3ccccn3)C2C(=O)N1c1ccc(Br)cc1 (stereo not given)	98	-14	0.3	0	-9	5	-4	26	98	1	-7
COc1cccc(C(CC(=O)NCc2ccco2)NS(=O)(=O)c2ccc(C)cc2)c1OC (stereo not given)	97	-5	1.6	4	0	24	1	11	101	4	1

The closing 4 records of the part before come first, to join the parts:
SMILES	RGS7-Gao reg	Bfl-1 Bim block	ABCB1 block	Bcl-W Bim block	Bcl-B Bim block	Avidin bead fluor	Bim-Bcl-XL	GSH bead fluor	RGS4-Gao reg	ABCG2 inh	Bcl-2 Bim block
CCCn1nnc(NC(=O)COc2ccccc2Cl)n1	97	-9	0.3	3	-4	9	-3	9	96	1	-2
O=C(O)c1cccnc1SCC(=O)N1CCCCCC1	105	0	1.0	0	0	10	-2	15	104	3	0
O=C1C2ON(c3ccccc3)C(c3ccccn3)C2C(=O)N1c1ccc(Br)cc1 (stereo not given)	98	-14	0.3	0	-9	5	-4	26	98	1	-7
COc1cccc(C(CC(=O)NCc2ccco2)NS(=O)(=O)c2ccc(C)cc2)c1OC (stereo not given)	97	-5	1.6	4	0	24	1	11	101	4	1
O=C(CNCc1ccccc1)Nc1ccc(F)cc1	105	1	0.5	2	-3	8	-2	19	105	1	-2
CCC(O)C1CCN(Cc2cn(Cc3ccccc3)nc2-c2cc3ccccc3o2)CC1 (stereo not given)	104	1	0.5	-2	-5	10	0	14	104	0	0
COc1ccc(NC(=O)COC(=O)c2ccc(Br)o2)cc1OC	100	-7	-2.6	2	-8	13	-4	23	103	1	-12
O=c1[nH]c2ccccc2c2nc3ccccn3c12	96	2	0.6	1	6	35	5	13	98	4	0
N#CCSc1nnc2ccc3ccccc3n12	100	-6	0.1	3	-5	14	-3	37	105	2	-5
CCC(Br)C(=O)Nc1ccc(OC)cc1 (stereo not given)	94	-5	0.3	-3	-5	7	-3	16	96	5	0
NC(=S)Nc1nc2ccccc2[nH]c1=O	94	-2	0.5	7	3	8	0	37	96	18	0
O=C(CCn1c(=O)c2ccccc2n(Cc2cccnc2)c1=O)NCc1ccc2c(c1)OCO2	98	-10	0.3	1	-6	4	2	36	96	1	-3
S=c1[nH]c(-c2ccccc2)cn1/N=C/c1cccc2ccccc12	101	3	-0.6	-1	-15	11	-5	16	96	-1	2
Cc1ccc(C2C(C(=O)c3cc4ccccc4o3)=C(O)C(=O)N2CCN2CCOCC2)o1 (stereo not given)	95	-13	0.3	-1	-9	13	0	24	95	2	-13
COc1ccc(NC(=O)Cc2c[nH]c3ccccc23)cc1S(=O)(=O)N1CCCCC1	99	-3	-0.1	-2	-9	6	-5	9	101	1	-2
CC(c1ccco1)N(C(=O)C12CC3(C)CC(C)(CC(C)(C3)C1)C2)c1ccccn1 (stereo not given)	96	0	0.6	-2	2	37	0	18	96	1	0
Cc1cc(F)ccc1NCc1ccncc1	93	-1	0.9	-2	-4	12	-2	9	91	2	1
CC1CCCCC1NC(=O)C1CCN(S(=O)(=O)N2CCOCC2)CC1 (stereo not given)	102	0	0.3	1	1	20	0	5	100	0	-1
Cc1ccc(C(CC(=O)O)Nc2nc(N3CCOCC3)nc(N3CCOCC3)n2)cc1 (stereo not given)	101	1	0.0	-1	-6	4	-1	24	102	0	0
O=C(CSc1nnc(-c2cccnc2)n1CCc1ccccc1)N1CCCCC1	97	-11	0.1	0	-8	7	-1	24	98	1	-6
Cc1sc(NC(=O)C2CCCC2)c(C#N)c1C	114	16	-0.7	-2	-27	2	-4	9	98	-3	5
Cc1nn(Cc2ccc(F)cc2)c2sc(C(=O)Nc3nccs3)cc12	104	0	4.5	-4	-6	13	-4	6	102	32	-3
CC1=C(C(=O)Nc2ccccc2C)C(c2ccc(C)o2)n2c(s/c(=C/c3ccccc3)c2=O)=N1 (stereo not given)	100	-1	5.2	-1	-7	32	-4	24	102	6	2
S=c1[nH]nc(-c2ccco2)n1/N=C/c1ccccn1	114	8	0.3	6	-38	8	1	7	102	12	-1
C=C(C)c1ccc(C(C)(C)NC(=O)N(Cc2ccccc2)Cc2ccco2)cc1	98	-13	0.6	0	-7	12	-3	33	100	3	-7
Cn1c(SCC(=O)Nc2cccc(Br)c2)nnc1-c1cc2ccccc2o1	106	-10	7.3	0	0	6	3	4	102	10	0
COc1cc(OC)c(C(=O)NC2CCCCCC2)cc1OC	102	0	0.7	0	-4	10	-2	27	105	3	0
CCC(=O)Nc1ccc(Cl)c(NC(=O)c2cccc(OC)c2)c1	103	-3	0.0	0	-2	21	-2	11	101	0	-2
CCn1nc(C(=O)Nc2ccc(C)c(C)c2)c(Cl)c1Cl	99	-22	0.7	-3	-9	34	-9	26	103	22	-11
O=C(N=Nc1c(O)[nH]c2ccccc12)c1cc(-c2ccc(F)cc2)n[nH]1	96	0	0.8	-5	-7	7	-2	66	95	4	1
COc1cc2ccccc2c2c1CCCC2=O	102	2	1.0	-3	0	14	0	22	100	4	1
Nc1sc2c(c1C(=O)c1ccccc1)CCCC2	118	-6	0.4	-5	-4	10	-2	26	116	0	-9
O=c1c2ccccc2[nH]c(=S)n1C1CCCCC1	98	-9	nt	2	-8	6	-3	17	103	nt	-1
Nc1nc(CN2CCCCCC2)nc(Nc2ccc(F)cc2)n1	99	-4	0.9	0	1	17	0	13	100	3	0
COc1ccc(C(=O)N2CCc3cc(OC)c(OC)cc3C2c2cccc([N+](=O)[O-])c2)cc1 (stereo not given)	103	-13	5.6	1	-9	12	-8	31	101	29	-10
CC1CCN(S(=O)(=O)c2ccc(NC(=O)CN3CCN(C)CC3)cc2)CC1	93	6	-5.4	3	-29	13	-1	28	95	-4	1
O=C(O)c1ccc(Cn2cc(C(F)(F)F)ccc2=O)cc1	?	3	-0.3	2	0	13	-2	8	102	1	3
Cc1ccc(OCC(=O)N2CCN(c3ccc([N+](=O)[O-])c(N4CCOCC4)c3)CC2)cc1	97	0	0.4	0	0	8	0	19	100	3	-1
CSCCC(NC(=O)c1cc(C(C)(C)C)oc1C)C(=O)O (stereo not given)	98	-1	0.1	-1	0	11	0	8	104	0	1
COc1ccc2[nH]c3c(=O)n(CCCCCC(=O)NCCC(C)C)c(=S)[nH]c3c2c1	100	-4	0.5	-1	-11	22	-5	8	102	5	0
COc1ccc(Cl)cc1C(=O)NCCN(C)C	101	-7	-6.5	0	-4	10	-4	12	100	-7	-6
CCc1nc2ccc(C(=O)O)cc2nc1CC	91	-14	0.2	-3	-6	12	-7	9	95	0	-9
COc1cc(C(C)=O)ccc1COc1ccc(C(=O)OCC(N)=O)cc1OC	101	-8	-0.6	-2	-5	11	-6	12	100	-1	-1
CCOC(=O)c1sc(NC(=O)CSc2nnnn2-c2ccccc2)c(C(=O)OCC)c1C	104	-1	0.8	1	3	41	-2	17	105	4	0
O=C(CNC(=O)c1ccc(-c2ccccc2)cc1)OCc1ccc(Cl)cc1	106	-2	0.3	-6	-8	14	-5	23	108	-3	-5
Cc1ccc(O)c(NC(=O)/C=C/C(=O)O)c1	107	2	0.4	-4	0	6	-3	16	110	1	0
COCCn1c(=NC(=O)c2cc3ccccc3oc2=O)sc2cc(S(N)(=O)=O)ccc21	97	2	0.1	-2	-6	4	-1	3	101	-1	6
CCC(=O)c1ccc(N2CCN(C(=O)c3cc([N+](=O)[O-])ccc3N3CCN(C)CC3)CC2)c(F)c1	101	0	0.9	-1	1	7	0	26	100	2	-3
COc1cc(C2c3c(-c4ccccc4)n[nH]c3C(=O)N2c2ccc(C(=O)O)cc2)ccc1O (stereo not given)	98	-11	0.3	-3	-4	6	-8	18	100	4	-9
O=C(NCCCN1CCN(c2cccc(Cl)c2)CC1)c1cccc(N2CCCC2=O)c1	103	-19	1.2	0	-5	34	-5	26	103	25	-10
COc1ccc(C(=O)NCCCN2CCOCC2)cc1OC	101	0	0.6	-5	-2	38	-2	19	99	2	-1
O=C(CSc1nnc(-c2ccncc2)n1-c1ccccc1Cl)Nc1ccc(C(=O)O)cc1	96	-2	0.3	0	-4	11	0	14	97	1	0
CCOC(=O)Nc1ccc(S(=O)(=O)NCCCN2CCOCC2)cc1	102	-9	-0.8	0	-9	7	-4	12	101	2	-6
O=S(=O)(c1cc(Cl)ccc1Cl)N1CCCCC1	99	-1	0.8	-3	-2	11	-2	31	99	10	-1
O=C1COc2ccccc2N1Cc1ccccc1Cl	98	-13	0.2	5	-10	12	-4	52	99	2	-3
Cc1ccc(C(=O)CCNc2ccc(Cl)cc2)o1	101	-1	0.3	-1	0	7	0	17	101	2	-2
COc1ccc(-c2nc(C)sc2C)cc1	118	1	13	-3	-3	3	-4	7	115	25	0
CCc1ccc(S(=O)(=O)/N=C2\C=CC(=O)c3ccccc32)cc1	89	33	-1.5	12	-6	11	0	10	93	-4	9
C/C(=N/NC(=O)C(=O)N/N=C(/C)c1ccccc1)c1ccccc1	98	-3	0.2	0	-1	21	0	12	94	1	-1
COC(=O)c1ccc(CSc2nc(N3CCOCC3)c3c(c2C#N)CC(C)(C)OC3)o1	82	-11	8.9	0	-9	7	-9	14	88	40	-9
CC(C)NC(=O)NC(=O)COC(=O)Cc1c(F)cccc1Cl	103	-2	0.2	3	-1	24	-4	21	103	0	0
Cn1c(SCc2nc(-c3ccc(Br)cc3)no2)nnc1-c1ccco1	96	-10	-0.1	4	-4	7	-3	15	100	1	-5
C=CCn1c(SCc2ccccc2C#N)nnc1-c1cc(Br)ccc1O	98	-9	1.8	-3	-7	15	-4	22	99	9	-10
